# Screening data from PubChem BioAssay.
# influenza NS1A = H1N1 influenza NS1A inhibitors, functional cell based assay (AID 504329) | actives 0.3% (n = 340,000) | NS1A functional cell-based assay, percent inhibition; higher % means a stronger effect | one-dose inhibition, % at 12.5 µM; IC50 in µM for titrated hits; in the data active = a potency from the dose series; inconclusive = inhibition above about 27% without an active follow-up result; also: strong numbers were not always called active
# Salmonella PhoP GFP = PhoP regulon inhibitors, Salmonella typhi PhoP promoter GFP reporter, confirmatory (AID 1850) | actives 0.33% (n = 310,000) | Salmonella Typhi PhoP-promoter GFP reporter, fluorescence, 4 h; higher % means a stronger effect | inhibition, % at 50 µM, or IC50 in µM where a hit was titrated; in the data active = a potency from the dose series; inconclusive = inhibition mostly from about 25% at the one dose, without a potency; inactive = the rest, 99 in 100 with inhibition below about 19%;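 also: 0% = induced wells with vehicle and 100% = uninduced wells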
# M. tuberculosis HTS = M. tuberculosis growth inhibition, HTS (AID 449762); inhibition, % at 25 µM; hits with a dose series show IC50 in µM; M. tuberculosis H37Rv growth inhibition, 7H9 media; higher % means a stronger effect; actives 0.59% (n = 330,000); in the data active = a potency from the dose series; inconclusive = inhibition above about 70% without an active follow-up result;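 also: bacterial growth assessed after seven days of incubation; strong numbers were not always called active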
# VEEV TC-83 Vero = inhibitors of VEEV TC-83 cytopathic effect, confirmation, Vero cells (AID 588727); Vero cells, VEEV TC-83 cytopathic effect inhibition; higher % means a stronger effect; actives 0.13% (n = 350,000); inhibition, % at 20 µM; hits with a dose series show IC50 in µM; in the data active = a potency from the dose series; inconclusive = inhibition mostly from about 14% at the one dose, without a potency; inactive = the rest, 99 in 100 with inhibition below about 12%; also: strong numbers were not always called active
# tuberculosis growth = growth inhibition of non-replicating M. tuberculosis (AID 488890). Mycobacterium tuberculosis non-replicating, growth inhibition; higher % means a stronger effect. inhibition, % at 25 µM; hits with a dose series show IC50 in µM. actives 0.39% (n = 320,000); in the data active = a potency from the dose series; inconclusive = inhibition mostly from about 82% at the one dose, without a potency; inactive = the rest, 99 in 100 with inhibition below about 76%;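 also: plate controls were DMSO cells for no effect and high antibiotic wells for full effect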
# Starred values were filed as active, the others as inactive; i = inactive; ? = inconclusive; nt = not tested or not shown; & = joins results of further samples; ! = not active in a repeat. Not all compounds are listed; count on the stated rates, not on these rows.
SMILES,influenza NS1A,Salmonella PhoP GFP,M. tuberculosis HTS,VEEV TC-83 Vero,tuberculosis growth
CCCOc1ccccc1-c1nc2n[nH]nc2c(=O)[nH]1,4%,-8%,5%,0.5%,8%
C[C@H]1c2cccc(O)c2C(=O)C2C(=O)C3(O)C(=O)C(C(N)=O)C(=O)[C@@H](N(C)C)[C@@H]3[C@@H](O)[C@@H]21 (stereo partly specified),-6%,nt,?,2.5%,?
NC(=O)NC(CCC(=O)O)C(=O)O (stereo unspecified),0%,-7%,-3%,1.0%,-13%
CC(C)=CC(=O)O[C@@H]1Cc2cc3ccc(=O)oc3cc2OC1(C)C,-4%,nt,-4%,2.1%,-30%
O=C1NCC2(CCN(CCc3ccccc3)CC2)O1,-3%,-4%,-13%,2.0%,5%
CCOC(=O)C1(CCOc2ccccc2)CCN(Cc2ccc(O)c(Cl)c2)CC1,-19%,-4%,?,i,63%
CC1(C)O[C@H]2CC(=O)OCC23[C@H]2CC[C@@]4(C)[C@H](c5ccoc5)OC(=O)[C@H]5O[C@]54[C@]2(C)C(=O)C[C@@H]13 (stereo partly specified),5%,8%,-3%,i,11%
Cc1nnc(NS(=O)(=O)c2ccc(N)cc2)s1,5%,8%,?,1.9%,71%
CC1=C(C(=O)O)N2C(=O)[C@@H](NC(=O)[C@H](N)c3ccc(O)cc3)[C@H]2SC1,0%,nt,nt,1.9%,nt
Cc1nc2c3ccccc3nc(NNC(=O)CCC(=O)N3CCN(c4ccccc4)CC3)n2n1,-2%,6%,1%,1.4%,17%
CC(=O)[C@H]1CC[C@H]2[C@@H]3C[C@H](C)C4=CC(=O)CC[C@]4(C)[C@H]3[C@@H](O)C[C@]12C,3%,-4%&-1%,4%,5.7%,6%
Cc1onc(-c2ccccc2Cl)c1C(=O)N[C@@H]1C(=O)N2[C@@H]1SC(C)(C)[C@@H]2C(=O)O,5%&0%,-15%&4%,-4%&-4%,0.4%&0.7%,-28%&-32%
C[C@]12CC[C@H]3[C@@H](CCC4=CC(=O)CC[C@@]43C)[C@@H]1CC[C@@H]2C(=O)CO,2%,-6%,2%,1.4%,13%
CC1(C)OC2CC3C4CC(F)C5=CC(=O)C=CC5(C)C4(F)C(O)CC3(C)C2(C(=O)CO)O1 (stereo unspecified),20%,-2%,1%,i,5%
COc1c(O)cc2c(c1O)C1OC(CO)C(O)C(O)C1OC2=O (stereo unspecified),-3%,-7%,-5%,0.5%,4%
CC(C)(CO)[C@@H](O)C(=O)NCCC(=O)O,-28%,-11%,2%,i,-4%
CCCCCCCCO,-11%,nt,-10%,1.1%,-3%
Cc1cc(C)nc(/N=C(\N)Nc2ccc(S(N)(=O)=O)cc2)n1,-13%,-6%,3%,0.3%,-6%
CN(C)CCCN1c2ccccc2Sc2ccccc21,7%,114µM*!,2%,i,33%
CC(=O)O[C@]1(C(C)=O)CC[C@H]2[C@@H]3C=C(Cl)C4=CC(=O)[C@@H]5C[C@@H]5[C@]4(C)[C@H]3CC[C@@]21C,2%&-3%,-10%,1%&5%,4.3%&2.7%,27%&21%

# A few values from the results shown.
# `CC1=C(C(=O)O)N2C(=O)[C@@H](NC(=O)[C@H](N)c3ccc(O)cc3)[C@H]2SC1` | VEEV TC-83 Vero: 1.9%
# `Cc1cc(C)nc(/N=C(\N)Nc2ccc(S(N)(=O)=O)cc2)n1` | M. tuberculosis HTS: 3%

# Given as tab-separated lines: twelve of the compounds above
mol	influenza NS1A	Salmonella PhoP GFP	M. tuberculosis HTS	VEEV TC-83 Vero	tuberculosis growth
CC1=C(C(=O)O)N2C(=O)[C@@H](NC(=O)[C@H](N)c3ccc(O)cc3)[C@H]2SC1	0%	nt	nt	1.9%	nt
Cc1nc2c3ccccc3nc(NNC(=O)CCC(=O)N3CCN(c4ccccc4)CC3)n2n1	-2%	6%	1%	1.4%	17%
CC(=O)[C@H]1CC[C@H]2[C@@H]3C[C@H](C)C4=CC(=O)CC[C@]4(C)[C@H]3[C@@H](O)C[C@]12C	3%	-4%&-1%	4%	5.7%	6%
Cc1onc(-c2ccccc2Cl)c1C(=O)N[C@@H]1C(=O)N2[C@@H]1SC(C)(C)[C@@H]2C(=O)O	5%&0%	-15%&4%	-4%&-4%	0.4%&0.7%	-28%&-32%
C[C@]12CC[C@H]3[C@@H](CCC4=CC(=O)CC[C@@]43C)[C@@H]1CC[C@@H]2C(=O)CO	2%	-6%	2%	1.4%	13%
CC1(C)OC2CC3C4CC(F)C5=CC(=O)C=CC5(C)C4(F)C(O)CC3(C)C2(C(=O)CO)O1 (stereo unspecified)	20%	-2%	1%	i	5%
COc1c(O)cc2c(c1O)C1OC(CO)C(O)C(O)C1OC2=O (stereo unspecified)	-3%	-7%	-5%	0.5%	4%
CC(C)(CO)[C@@H](O)C(=O)NCCC(=O)O	-28%	-11%	2%	i	-4%
CCCCCCCCO	-11%	nt	-10%	1.1%	-3%
Cc1cc(C)nc(/N=C(\N)Nc2ccc(S(N)(=O)=O)cc2)n1	-13%	-6%	3%	0.3%	-6%
CN(C)CCCN1c2ccccc2Sc2ccccc21	7%	114µM*!	2%	i	33%
CC(=O)O[C@]1(C(C)=O)CC[C@H]2[C@@H]3C=C(Cl)C4=CC(=O)[C@@H]5C[C@@H]5[C@]4(C)[C@H]3CC[C@@]21C	2%&-3%	-10%	1%&5%	4.3%&2.7%	27%&21%
